Screening results deposited in PubChem BioAssay by several laboratories.
Insulin prom up: MIN6 insulin promoter up-regulation; MIN6 insulin promoter-GFP reporter, high-content imaging; hits give high values; z-score at 5 µM; 190,000 compounds, 0.3% hits;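 active means z-score above 3 at 5 µM with at least 500 cells counted in the well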
WT yeast gro inh: growth inhibition of WT yeast, mitochondrial fusion screen. mitochondrial fusion phenotypic screen, WT strain. inhibition, % at 10 µM. 190,000 compounds, 2.1% hits. AID 1362; in the data active means inhibition above about 58%; tested in S. cerevisiae
CSM14.1 death rescue: rescue of cells from ER stress-induced death, primary screen, 384-well, CSM14.1, thapsigargin, ATP luminescence (AID 1222) | 190,000 tested, under 10 active | CSM14.1 thapsigargin-induced death rescue, ATP luminescence; higher % means a stronger effect | one-dose cellular ATP content (survival), % at 20 µM; EC50 in µM for titrated hits;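 active means EC50 below 50 µM in the dose-response confirmation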;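 further: death triggered by thapsigargin at about 15 µM added after 2 h compound pretreatment; cell ATP read after overnight thapsigargin exposure of roughly 18 to 22 hours; normalized against plate controls of thapsigargin alone and 5% DMSO vehicle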
MT stabilize HCS: microtubule stabilizers in HeLa cells; 200,000 compounds, 0.83% hits; HeLa tubulin immunostaining HCS, 24 h; share of cells brighter than vehicle mean+2SD; % tubulin-high responders, % at 10 µM;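 active means plate Z-score above 3 for both tubulin-high and condensed-nucleus cell shares, with cell loss under 80%, at 10 µM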;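 further: anti alpha tubulin signal scored within the nucleus-defined area of each cell; some results filed as inactive read as strong as hits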
Autophagy mod: autophagy modulation, high-content screen. calls only at 10 µM (by protocol). MEF GFP-LC3 puncta imaging; test concentration mostly 10 µM. AID 463193. 190,000 compounds, 0.98% hits;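 active means percentage of spot-positive cells more than 3 SD above its plate mean, without a fluorescence outlier flag or 80% toxicity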;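 further: spot-positive cell cutoff set from DMSO-treated cells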
XIAP antagonists: small molecules displacing peptide from XIAP – biochemical, IAP family, fluorescence polarization (AID 1018). displacement, % at 20 µM, or IC50 in µM where a hit was titrated. 200,000 compounds, 0.007% hits. XIAP BIR domain, fluorescence polarization peptide displacement; higher % means a stronger effect; in the data active means displacement above about 50%; further: a part of the inactive calls stands beside numbers as strong as those of hits
bCat nuc transl: modulators of beta-catenin nuclear translocation | HeLa beta-catenin nuclear translocation, immunofluorescence imaging | nuclear translocation activity, % at 5 µM | 190,000 compounds, 0.3% hits;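 active means nuclear translocation activity above 50% at 5 µM, with a well cell count of 50 or more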;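 further: per-cell ratio of nuclear to cytoplasmic median beta-catenin stain intensity; plate controls were DMSO negative control for no effect and GSK-3 inhibitor IX positive control for full effect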
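Assay system: human HeLa cells, native beta-catenin; doses: 5 µM primary, 0.02–20 µM confirmation; incubation: compound treatment 24 h, 37°C, 5% CO2; technique: fluorescence imaging of beta-catenin antibody stain plus DAPI; measure: % activation, nuclear-to-cytoplasmic median beta-catenin signal ratio per cell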
Dynein cargo inh: dynein cargo transport inhibition; 220,000 compounds, 0.47% hits; 3617.4 mouse cells, GR-EGFP nuclear translocation imaging; test concentration mostly 20 µM; stimulated with dexamethasone, 1 µM; hits give low values; z-score, hits read low; AID 1381;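 active means plate z-score of nuclear minus cytoplasmic receptor signal below a set negative limit, without overly bright fluorescence or cell loss, cut at about -3.5 in these data, passing the limit was not always enough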;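 further: z-score of nuclear minus cytoplasmic ring GR-EGFP intensity difference per well; some compounds called inactive have numbers as strong as hits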
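Schedule: 48 h induction, then 1 h compound, then 30 min agonist, 37 °C. Buffer or medium: tetracycline-free induction medium containing charcoal-stripped FBS. Reagent: 1.0 µM final dexamethasone stimulus. Evaluation: nuclear versus cytoplasmic GR-EGFP signal, averaged per well. Signal: high-content fluorescence imaging after fixation.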
Lipid droplet: hepatic lipid droplet formation modulation | inhibition, % at 6.5 µM | AML12 mouse hepatocytes, oleate lipid droplets, BODIPY imaging | 240,000 compounds, 0.4% hits;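 active means lipid droplet intensity inhibited by at least 50%, with more than 500 cells counted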
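Assay system: AML12 mouse liver cells | Compound: 6.5 µM single-point dosing | Schedule: Overnight exposure | Technique: Fluorescence imaging, 20x objective, two fields per well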
WT yeast gro inh mutant strain: recorded beside WT yeast gro inh, whose call it bears; inhibition, %; mitochondrial fusion phenotypic screen, mutant strain inhibition
Dynein cargo inh cytoplasmic EGFP: further read-out of Dynein cargo inh, marked with its call; z-score; measured here: cytoplasmic GR-EGFP intensity; hits give high values
Dynein cargo inh nuclear GR-EGFP: further read-out of Dynein cargo inh, marked with its call; z-score; measured here: nuclear GR-EGFP intensity;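 lower value marks the stronger effect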
Dynein cargo inh cell count: also measured in Dynein cargo inh; calls as there; z-score; measured here: cell count per field
Insulin prom up cell count: also measured in Insulin prom up; calls as there; cell count; measured here: cytotoxicity, nuclei count;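 total cells summed across four imaged fields per well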
Lipid droplet cells 6.5 µM: also measured in Lipid droplet; calls as there; cell count; measured here: cell count, cytotoxicity flag;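 cells counted across two imaged fields per well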
bCat nuc transl cell count 5 µM: recorded beside bCat nuc transl, whose call it bears; cell count; measured here: cell count, cytotoxicity flag
MT stabilize HCS Hoechst-high %: also measured in MT stabilize HCS; calls as there; % Hoechst-high responders; measured here: nuclear condensation Hoechst responders;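 share of cells brighter than vehicle mean plus two SD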
MT stabilize HCS cytotoxicity %: recorded beside MT stabilize HCS, whose call it bears; toxicity, %; measured here: cytotoxicity by cell density;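 0% = mean cell density of plate MIN control wells and 100% = no cells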
Autophagy mod cell loss 18 h: further read-out of Autophagy mod, marked with its call; toxicity, %; measured here: cell loss, nuclei count;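 cell loss after 18 h compound exposure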
Numbers without * were called inactive; i = inactive; . = no result given; + = active, no number.

SMILES	Insulin prom up	Insulin prom up cell count	WT yeast gro inh	WT yeast gro inh mutant strain	CSM14.1 death rescue	MT stabilize HCS	MT stabilize HCS Hoechst-high %	MT stabilize HCS cytotoxicity %	Autophagy mod	Autophagy mod cell loss 18 h	XIAP antagonists	bCat nuc transl	bCat nuc transl cell count 5 µM	Dynein cargo inh	Dynein cargo inh cytoplasmic EGFP	Dynein cargo inh nuclear GR-EGFP	Dynein cargo inh cell count	Lipid droplet	Lipid droplet cells 6.5 µM
Cc1ccc(C2=N/C(=C\c3c(C)nn(-c4ccccc4)c3N3CCCC3)C(=O)O2)cc1	0.13	1328	23.2	10.1	-1.7%	3.4	1.4	9.1	i	-2.4	-5.4%	1.2	476	-1.83	0.241	-1.17	0.215	7.0	711
Cc1oc2nc(SCC(=O)Nc3ccc(S(N)(=O)=O)cc3)nc(NC(=O)c3ccccc3)c2c1C	0.23	868	4.0	-5.4	3.6%	2.3	0.9	9.8	i	-7.7	-5.3%	1.1	1102	-0.634	-0.125	-0.372	1.1	-5.1	749
CCOc1ccc(C(=O)NCCCN2CCOCC2)cc1OCC	0.13	1463	-7.7	6.4	0.1%	2.9	2.7	5.8	i	9.1	-1.7%	-0.1	1499	-0.069	-0.192	0.441	1.42	7.8	715
COc1ccc(O)c(C2(O)C(=O)c3ccccc3C2=O)c1	-0.42	1024	.	.	.	.	.	.	.	.	.	2.1	1268	-1.05	-0.184	-0.359	0.793	-2.5	699
C=CCN1C(=O)/C(=C\C=C2\N(C)c3ccccc3C2(C)C)SC1=S	.	.	16.5	3.1	-3.1%	10.8	2.1	5.0	+	-4.2*	-5.6%	2.1	983	-0.242	16.1	2.61	-0.252	91.3*	690*
CCCC1(CCC)NC(=O)N(CC(=O)Nc2ccccc2OC)C1=O	0.45	1029	-2.3	-7.9	1.1%	3.0	2.3	7.7	i	-0.1	-2.2%	-0.5	1178	-0.314	-0.184	0.0207	0.162	.	.
CCC1=Nc2cc(C(=O)NCCCOC(C)C)ccc2Sc2ccccc21	1.44	983	9.7	0.2	-1.6%	5.4	2.5	3.8	+	35.8*	-3.3%	.	.	0.152	-0.198	-0.078	0.499	-2.3	705
O=c1c(OC2OC(CO)C(O)C(O)C2O)c(-c2ccc(O)c(O)c2)oc2cc(O)cc(O)c12 (stereo not drawn)	-0.71	1316	6.8	-5.0	0.0%	2.9	2.3	3.0	i	10.5	-2.7%	.	.	-0.711	-0.213	-0.0405	0.467	-4.0	729
Cn1c(=O)c2c(nc(SCC(=O)Nc3ccccc3N3CCCCC3)n2C)n(C)c1=O	-1.59	1274	12.6	-10.4	-1.9%	3.0	4.2	9.8	i	-6.5	-4.7%	-1.5	1162	-1.04	-0.165	-0.386	1.01	-9.8	789
COc1ccc(N2CCN(Cc3nc4ccsc4c(=O)[nH]3)CC2)cc1	0.03	970	16.1	16.3	-2.0%	3.1	1.9	3.4	i	-6.9	-3.9%	-4.2	1226	-0.113	-0.248	0.58	0.455	13.7	764
N#Cc1c(N)sc2c1CCN(C(=O)OCc1ccccc1)C2	0.49	1423	11.0	18.3	-3.4%	3.0	1.7	4.2	i	0.1	-10.0%	.	.	-1.94	0.0366	-1.17	0.606	0.2	747
COc1ccc(NS(=O)(=O)c2cccc(NC(=O)CCS(=O)(=O)c3ccccc3)c2)cc1	-0.28	1244	-16.6	15.0	-0.9%	2.1	1.4	3.3	i	-5.6	-4.1%	-1.1	1092	0.0425	-0.219	0.112	0.00792	-8.1	600
N#Cc1c(Sc2ncc(C(F)(F)F)cc2Cl)nsc1C/C=N\OCc1ccccc1Br	1.17	910	-17.7	-15.0	3.4%	1.2	1.0	0.4	i	-2.4	-4.7%	.	.	-0.682	-0.226	-0.516	1.56	.	.
CCCCc1noc2c1/C(=N\O)CC(c1ccccc1)C2 (stereo not drawn)	-0.04	1749	-22.9	9.6	-0.5%	4.1	1.6	0.3	i	8.1	-6.5%	0.0	1043	-0.501	-0.259	0.00692	0.238	-9.9	562
O=C(N=Nc1c(O)[nH]c2ccc([N+](=O)[O-])cc12)c1cc(-c2ccccc2Cl)nc2ccccc12	-0.29	998	-1.5	16.9	-1.9%	2.1	1.2	6.7	i	-7.2	-4.3%	5.2	1106	1.25	-0.266	0.69	-0.172	-9.3	609
COc1ccc(C2CC(C(F)(F)F)n3nc(C(=O)Nc4ccc5c(c4)OCO5)cc3N2)cc1 (stereo not drawn)	-0.01	983	15.5	1.3	0.3%	2.1	1.7	11.5	i	-2.4	-1.3%	-1.6	1192	0.0298	-0.221	0.0216	0.506	.	.
CCc1ccc(C(=O)NC(=S)Nc2ccc(N3CCOCC3)cc2)cc1	-1.94	1558	24.1	27.0	-1.2%	1.5	1.5	2.0	i	10.7	1.3%	-5.4	1128	0.18	-0.249	0.147	-0.289	-1.3	651
O=C(NCc1ccco1)C(=O)NCC1OCCN1S(=O)(=O)c1ccc(F)cc1 (stereo not drawn)	0.4	1287	-8.1	-18.9	-3.1%	2.0	1.3	5.8	i	0.8	-8.0%	-2.1	548	-0.53	-0.189	0.669	0.0581	9.8	735
O=C(CSc1nnc(-c2cccs2)o1)N1CCCc2ccccc21	0.09	1212	1.2	12.7	0.2%	2.1	1.8	7.6	i	-1.3	-4.4%	.	.	0.657	-0.173	0.498	-0.752	.	.
CN(C)S(=O)(=O)c1cccc(NC(=S)N/N=C/c2ccc(O)c(O)c2O)c1	-0.17	881	.	.	.	.	.	.	.	.	.	-1.2	1298	-1.19	-0.0944	-0.564	-0.0505	17.0	708
C#CCOCCOCCOCCNc1nc(N2CCN(C(=O)C(Cc3ccc(O)cc3)n3cc(C(N)CC(C)C)nn3)CC2)nc(N2CCN(C(=O)C(Cc3cc4ccccc4[nH]3)n3cc(C(N)Cc4ccc(O)cc4)nn3)CC2)n1 (stereo not drawn)	1.16	1482	-3.2	4.0	1.6%	4.7	1.2	4.3	i	26.0	-3.6%	-1.3	1160	-0.0224	-0.14	0.391	-1.49	18.0	759
CC(C)C(NC(=O)OCc1ccccc1)C(=O)N1CCOCCOCCOCC1 (stereo not drawn)	0.48	1290	-0.9	-9.3	-0.4%	1.8	2.5	5.8	i	-4.3	-6.8%	.	.	0.348	-0.355	-0.0768	0.455	-1.8	730
Cc1cc(/C=C2/SC(=O)NC2=O)c(C)n1-c1ccc(N2CCOCC2)cc1	-0.08	1241	11.0	8.7	20.9%	2.2	2.6	5.4	i	-4.1	-6.5%	-1.2	941	0.386	-0.177	0.343	0.17	17.3	633
CC1(C)CC(=O)C2=C(C1)N(c1ccc(F)cc1)C(=O)C2(NC(=O)c1ccccc1F)C(F)(F)F (stereo not drawn)	-0.03	1383	-3.0	5.6	-0.8%	1.8	1.9	8.4	i	-3.1	-3.5%	-0.2	938	-0.105	-0.148	0.0792	-0.829	2.2	547
O=c1nc2n(c3cc(Cl)c(S(=O)(=O)N4CCOCC4)cc13)CCCCC2	0.62	1267	-9.1	-16.1	3.3%	2.0	1.5	11.6	i	11.7	-3.3%	-2.1	946	-0.97	-0.187	-0.309	1.24	.	.
CSc1nsc(SC)c1C(=O)Nc1ccc(C)cc1	-0.37	1533	11.3	3.6	0.9%	2.2	2.0	3.4	i	12.8	-19.0%	0.4	1297	-1.02	-0.222	-0.327	0.101	.	.
N#CCSCC(=O)Nc1ccc(Br)cc1	-0.34	839	-8.4	-14.0	-0.5%	1.5	1.4	7.5	i	42.3	0.1%	1.4	1170	-0.923	-0.336	-0.343	0.591	-3.9	699
CCC(C)(NC(=O)CNC(C)=O)C(=O)NC1CCCCC1 (stereo not drawn)	-1.81	636	1.4	-2.0	-2.9%	1.7	0.6	4.5	i	-13.5	-2.2%	-1.4	1226	0.655	0.0693	0.283	0.3	1.0	766
COc1ccc(-c2ccc(-c3noc(-c4ccccc4F)n3)c(OC)n2)cc1	1	1253	10.0	13.4	-0.6%	2.3	2.1	7.4	i	-9.4	-2.0%	.	.	-0.442	-0.0366	-0.234	-0.216	-1.6	751
Clc1ccccc1-c1nc(-c2cccnc2)no1	0.07	1294	12.2	7.0	-2.6%	2.8	2.9	0.3	i	-4.3	-6.6%	-0.7	1143	-0.146	-0.188	0.0918	-0.51	7.8	750

Three structures out of the list, arranged by length of the SMILES, ascending.
SMILES	Insulin prom up	Insulin prom up cell count	WT yeast gro inh	WT yeast gro inh mutant strain	CSM14.1 death rescue	MT stabilize HCS	MT stabilize HCS Hoechst-high %	MT stabilize HCS cytotoxicity %	Autophagy mod	Autophagy mod cell loss 18 h	XIAP antagonists	bCat nuc transl	bCat nuc transl cell count 5 µM	Dynein cargo inh	Dynein cargo inh cytoplasmic EGFP	Dynein cargo inh nuclear GR-EGFP	Dynein cargo inh cell count	Lipid droplet	Lipid droplet cells 6.5 µM
Clc1ccccc1-c1nc(-c2cccnc2)no1	0.07	1294	12.2	7.0	-2.6%	2.8	2.9	0.3	i	-4.3	-6.6%	-0.7	1143	-0.146	-0.188	0.0918	-0.51	7.8	750
COc1ccc(C2CC(C(F)(F)F)n3nc(C(=O)Nc4ccc5c(c4)OCO5)cc3N2)cc1 (stereo not drawn)	-0.01	983	15.5	1.3	0.3%	2.1	1.7	11.5	i	-2.4	-1.3%	-1.6	1192	0.0298	-0.221	0.0216	0.506	.	.
CC1(C)CC(=O)C2=C(C1)N(c1ccc(F)cc1)C(=O)C2(NC(=O)c1ccccc1F)C(F)(F)F (stereo not drawn)	-0.03	1383	-3.0	5.6	-0.8%	1.8	1.9	8.4	i	-3.1	-3.5%	-0.2	938	-0.105	-0.148	0.0792	-0.829	2.2	547
